ALOX12 inh = inhibitors of human 12S-lipoxygenase ALOX12 | hit rate 1.1% among 580,000 | AID 1671190 | purified 12hLO, xylenol orange hydroperoxide absorbance | P18054 | Potency, µM (series often up to 108 µM), for inactives: top-dose activity change, negative = inhibition, usual class: inhibitors; active = well fitted inhibition curve with a large enough effect; inconclusive = small, poorly fitted or top-dose-only effect, or another doubt; inactive = no such curve, though single readings can be large or run the other way
Target sequence (P18054 whole entry, looked up): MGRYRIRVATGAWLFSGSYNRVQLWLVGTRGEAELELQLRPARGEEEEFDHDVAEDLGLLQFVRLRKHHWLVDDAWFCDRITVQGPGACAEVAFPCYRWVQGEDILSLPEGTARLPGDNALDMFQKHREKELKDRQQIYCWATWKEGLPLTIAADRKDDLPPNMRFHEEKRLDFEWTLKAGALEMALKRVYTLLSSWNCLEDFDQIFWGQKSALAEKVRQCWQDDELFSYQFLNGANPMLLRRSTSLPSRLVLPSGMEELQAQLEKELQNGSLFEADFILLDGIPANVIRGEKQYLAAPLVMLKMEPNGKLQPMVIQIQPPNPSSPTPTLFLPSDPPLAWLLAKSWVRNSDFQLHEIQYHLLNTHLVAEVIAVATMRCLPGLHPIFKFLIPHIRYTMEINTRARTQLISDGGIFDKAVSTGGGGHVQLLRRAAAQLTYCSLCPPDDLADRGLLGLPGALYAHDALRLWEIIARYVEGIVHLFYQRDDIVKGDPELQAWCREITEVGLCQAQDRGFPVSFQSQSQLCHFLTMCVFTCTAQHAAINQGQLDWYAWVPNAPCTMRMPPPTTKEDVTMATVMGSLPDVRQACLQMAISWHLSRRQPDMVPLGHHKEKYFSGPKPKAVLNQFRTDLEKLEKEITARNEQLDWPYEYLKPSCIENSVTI
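Purified human 12hLO at 150 nM in 25 mM Hepes, 0.01% Triton X-100, pH 7.0, preincubated 15 min at room temperature with compound. Reaction started with 40 uM arachidonic acid, 30 min at room temperature. Hydroperoxide measured by Fe-xylenol orange, 573/405 nm absorbance ratio.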
* marks the source's active call; other numbers are inactive results; u = inconclusive; & = joins results of further samples; [ ] = remark or other dose. % is set by controls: 0 for no effect and ±100 for the full control effect; potency is the fitted concentration of half-maximal effect. Not all compounds are listed; the hit share may differ from the screen's.

A first look, five compounds:
SMILES	ALOX12 inh
O=C(O)CCCC(=O)N1Cc2ccccc2CC2(CCCN2CC2CCCCC2)C1 (configuration not stated)	5%[6.33 µM]
CCOc1ccccc1NC(=O)c1cc2c(s1)-c1ccccc1S(=O)(=O)C2	-45%
CC1=C(C(=O)Nc2cccc(C(F)(F)F)c2)C(c2ccc(C(F)(F)F)cc2)NC(=O)N1 (configuration not stated)	-22%
O=C(CSc1nc2cc([N+](=O)[O-])ccc2o1)Nc1ccc(Cl)cc1	22µM*
COc1ccc(C(=O)N[C@@H]2CCC[C@@H]2C(=O)NC2CCN(Cc3ccccc3)CC2)cn1	57%[activator]

Results, repeating the preview:
SMILES	ALOX12 inh
O=C(O)CCCC(=O)N1Cc2ccccc2CC2(CCCN2CC2CCCCC2)C1 (configuration not stated)	5%[6.33 µM]
CCOc1ccccc1NC(=O)c1cc2c(s1)-c1ccccc1S(=O)(=O)C2	-45%
CC1=C(C(=O)Nc2cccc(C(F)(F)F)c2)C(c2ccc(C(F)(F)F)cc2)NC(=O)N1 (configuration not stated)	-22%
O=C(CSc1nc2cc([N+](=O)[O-])ccc2o1)Nc1ccc(Cl)cc1	22µM*
COc1ccc(C(=O)N[C@@H]2CCC[C@@H]2C(=O)NC2CCN(Cc3ccccc3)CC2)cn1	57%[activator]
COc1ccc(NC(=O)N2CC3CC(C2)[C@H]2CCCC(=O)N2C3)cc1OC (some centres not stated)	26%
CC(C)NC(=O)N1CCC2(CC1)CN(C(=O)Cc1csc(N)n1)Cc1ccccc1O2	4%[6.33 µM]
O=C(CSc1ccc2c(c1)OCCO2)Nc1ccc2c(c1)OCCO2	-5%
O=C1CCCC2=C1C(c1ccc(Br)cc1)c1c([nH]n(-c3ccccc3)c1=O)N2 (configuration not stated)	-30%
Cc1[nH]c2ccccc2c1C(=O)C(C)Sc1nnnn1C1CCCC1 (configuration not stated)	-22%
CCCOc1ccc(NC(=O)c2n[nH]c(=O)c3ccccc23)cc1OCCC	11%
CCOC(=O)C1=C(CN(CCOC)Cc2ccco2)NC(=O)NC1c1cccs1 (configuration not stated)	-17%
CCOc1ccccc1NC(=O)NCC(=O)N1CCCCCNC(=O)CC1c1ccccc1 (configuration not stated)	-5%
NC(=O)c1ccc(NC(=O)c2ccc3nc(-n4cccc4)sc3c2)cc1	u
Fc1ccc(CN2CCOC[C@H](Oc3ccccc3)C2)cc1	31%[activator][176 µM]
Cc1ccc(C)c(S(=O)(=O)N2CCCC2c2nc3ccccc3[nH]2)c1 (configuration not stated)	-4%
CCN1CCN(c2nc3c(c(=O)[nH]c(=O)n3C)n2Cc2c(Cl)cccc2Cl)CC1	35%[activator]
CCCC(C)N(C)CC(=O)NC(=O)NCCc1cccs1 (configuration not stated)	u
CCC(=O)Oc1ccc2c(C)c(CC)c(=O)oc2c1	u
COC(=O)C1=C(C)N(Cc2cccc(C(F)(F)F)c2)C(=NCC2CC2)NC1c1cccc(Cl)c1 (configuration not stated)	u
CC1CCCCC1Nc1ncnc2c1CN(C1CCCNCC1)C(=O)CN2C (configuration not stated)	u
CC1CCC2(CC1)NC(=O)N(CC(=O)Nc1ccc(C(F)(F)F)cc1)C2=O (configuration not stated)	-1%
CC(C)c1nnc(C2CN(C(=O)CCC3CCCCC3)CC23CCOCC3)o1 (configuration not stated)	47%[activator]
O=C1CCC2(C(=O)NCc3ccc(F)cc3)SCCN12 (configuration not stated)	-25%
CN(C)c1nc(CN2CC(C)(Cc3ccc4c(c3)OCO4)CCC2=O)cs1 (configuration not stated)	-6%

(next part)
SMILES	ALOX12 inh
COc1cccc(CN2C[C@@H]3C(=O)N(Cc4ccc5c(c4)OCO5)C(=O)[C@@H]3C2)c1	u
Cc1cc(C(=O)Nc2cccc(-c3nc(CNC(=O)c4ccccc4C(F)(F)F)c(C)o3)c2)c(C)o1	u
Cc1cc(C(=O)CSc2n[nH]c(C(C)C)n2)c(C)n1C1CC1	-3%
Cc1ccc(Cl)cc1N1CCN(CC(=O)N(C)CC(=O)Nc2ccccc2C(F)(F)F)CC1	-2%
Cc1cccc(C)c1-n1nnnc1SCc1nc2ccsc2c(=O)[nH]1	u
COc1ccccc1NC(=O)c1c(OC)cc(=O)n2c1CCCC2	30%
COCCn1c(SCc2c(Cl)cccc2Cl)nnc1-c1cccc(C)c1	u
CN1C(=S)SC(C)(C)C1N(O)C=C1C=CC(=O)C=C1 (configuration not stated)	-1%
CNCCN1C(=O)CC[C@H]2CN(C(=O)CCc3ccsc3)CC[C@H]21	28%
Cc1cc(NC(=O)N(Cc2ccc(C)o2)C2CC2)no1	38%[activator]
O=C(Cn1c(=O)n(CCc2ccccc2)c(=O)c2sccc21)c1ccc(F)cc1	u
COc1c(CNC(C)c2nnc3n2CCCCC3)c(C)nn1C (configuration not stated)	22%
CCCCc1ccc(-c2csc(NC(=O)COCc3nc4ccccc4c(=O)[nH]3)n2)cc1	-5%
COCc1cn([C@H]2CO[C@H]3[C@@H]2OC[C@H]3OC(=O)Nc2cccc(C(F)(F)F)c2)nn1	39%[activator][176 µM]
N#Cc1ccccc1S(=O)(=O)N[C@H]1CO[C@H]2[C@@H]1OC[C@H]2OC(=O)NC1CCCCC1	u
O=C(O)CCc1ccc(S(=O)(=O)Nc2ccccc2C(=O)Nc2ccccc2)cc1	53%[activator]
O=C(O)CCCC(=O)OCCCc1ccccc1	15%
C=CCNC(=O)NC(C)(C)C(=O)O	u
N#Cc1cccc(C(=O)N2CCCCCCNC(=O)[C@@H]3CCC[C@@H]32)c1	-1%
O=C(CC1CCCC1)N1CCN(c2nc3ccccc3o2)CC1	0%
COc1cccc(-c2cc(C(=O)Nc3cc(OC)ccc3OC)[nH]n2)c1	4%
Cc1noc(C)c1C(=O)N1CCC2(CC1)CN(C(=O)c1ccc(Cl)cc1)CCO2	5%[6.33 µM]
CN(C)c1ncc2nc(-c3cccs3)c(=O)n(C[C@H]3CCCO3)c2n1	183%[activator]
CC1=C[C@@H](CNCc2ccncc2)[C@H](C(C)C)C[C@H]1Cc1nnc(-c2ccc(N(C)C)cc2)o1	72%[activator]
CC(=O)c1ccccc1NC(=O)C1(c2ccccc2)CCC1	7%

(continued)
SMILES	ALOX12 inh
Cc1ccc2c(=O)cc(C(=O)Nc3nnc(C(C)C)s3)oc2c1C	-12%
Cc1ccsc1-c1[nH]nc2ncc(-c3ccc(F)cc3)nc12	u
COc1ccc(-n2nc(C3CCCN(Cc4cccs4)C3)[nH]c2=O)cc1 (configuration not stated)	34%
COc1ccc(-n2nc3n(c2=O)CCN(CC2CC2)C3)cc1	6%[6.33 µM]
Cn1cnc2c1c(=O)n(Cc1ccccc1F)c(=O)n2C	31%[activator]
O=C1Nc2ccc(/C=C/c3ccccc3)cc2C(=O)N2CC[C@H](NS(=O)(=O)c3cccs3)[C@@H]12	6%
CC(C)(C)c1nc(C(=O)N2CCOCC2)n2ccccc12	9%[12.5 µM]
CC(C)(C)c1ccc(OCc2nn3c(CN4CCOCC4)nnc3s2)cc1	u
COCC(=O)N1CCCC(c2noc(COC)n2)C1 (configuration not stated)	15%
CN1c2cc(C(=O)Nc3ccc(Cl)cc3)ccc2C(=O)N2CCCCCC21 (configuration not stated)	9%
CCC(Oc1ccccc1)C(=O)Nc1nn2c(-c3ccc(OC)c(OC)c3)nnc2s1 (configuration not stated)	0%
N#Cc1ccccc1CSCCNC(=O)Nc1cccnc1	43%[activator]
CN(Cc1cn(Cc2ccccc2)nn1)C1CN(Cc2cn(Cc3ccccc3)nn2)S(=O)(=O)C1 (configuration not stated)	-16%
O=C(NCc1cccs1)c1ccc(OC2CCN(Cc3ccccn3)CC2)cc1	38%[activator]
CCN(CC)C(=O)c1cc(-c2ccccc2Cl)nc2ccccc12	-4%
C=C(C)COc1ccc2c(C)c(CCC(=O)Nc3nc4ccccc4[nH]3)c(=O)oc2c1	14%
CC(NC(=O)CSC1=NCCS1)C1CC2CCC1C2 (configuration not stated)	5%
CCN(CC)Cc1cnc2c(C(=O)NC(C3CC3)C3CC3)cnn2c1	4%
COc1ccc(NC(=O)COc2ccc3cc(Br)ccc3c2)cc1S(=O)(=O)N(C)C	-7%
COc1ccc(N2C(=O)CSC23C(=O)N(CC(=O)Nc2ccccc2OC)c2ccccc23)cc1 (configuration not stated)	u
C#CCN(Cc1nc(-c2ccc(OC)c(C)c2OC)oc1C)C1CCCCC1	28%
COC(=O)C1C(=O)CC(C)(O)C(C(=O)OC)C1c1ccc(C(C)C)cc1 (configuration not stated)	19%
CN(Cc1ccc(F)cc1)C(=O)c1ccccc1Cl	73%[activator][176 µM]
COc1ccc(-c2nc(Cn3c(-c4ccccc4)nc(C)c(CCO)c3=O)c(C)o2)cc1	27%
CCn1cc(C(=O)c2cc(Cl)ccc2O)cc1-c1nc2ccccc2c(=O)[nH]1	5%

A different layout for part of the listing above:
| SMILES | ALOX12 inh |
| --- | --- |
| Cc1ccc2c(=O)cc(C(=O)Nc3nnc(C(C)C)s3)oc2c1C | -12% |
| Cc1ccsc1-c1[nH]nc2ncc(-c3ccc(F)cc3)nc12 | u |
| COc1ccc(-n2nc(C3CCCN(Cc4cccs4)C3)[nH]c2=O)cc1 (configuration not stated) | 34% |

Continuation:
SMILES	ALOX12 inh
Cc1cc(C)c(S(=O)(=O)N2CCC(n3c(CC(C)C)nc4cccnc43)CC2)c(C)c1	u
Cc1ccc(-c2cn(C3CN(C(=O)C4CCC4)C3)nn2)cc1	-15%
CN(Cc1nnc(-c2ccc(Br)s2)o1)C1CCCC1	16%
CCc1cc2c(=O)c(Oc3ccc(F)cc3)c(C(F)(F)F)oc2cc1OC(C)=O	u
CC(C)Cc1noc(CSc2cc(C(N)=O)c3ccccc3n2)n1	u
CC1(NC(=O)C2CC2)CN(c2ccc(Oc3ccccc3)cc2)C1	u
CC(C)Oc1ccc(CNC(=O)c2nnn3cc(-c4ccccc4)[nH]c(=O)c23)cc1	15%
O=C(OCc1cc(=O)oc2cc(O)ccc12)C1CCCC1	u
Cc1nc2cc(C(=O)Nc3cccc(N4CCCC4=O)c3)ccc2n1-c1ccccc1	5%
CC(CCN1CCC(C(O)(c2ccccc2)c2ccccc2)CC1)Oc1cccc(Cl)c1 (configuration not stated)	u
C=CCN(C)C(=O)C[C@@H]1c2nc(NC(=O)CCCCC)sc2C[C@@H]2[C@](C)(CO)[C@H](O)CC[C@]21C	9%
COc1ccc(C2(C(=O)N3CCC(F)CC3)CCOCC2)cc1	1%[6.33 µM]
Cc1ccc2oc(=O)c(-c3nc(-c4ccc(F)cc4)no3)cc2c1	-20%
O=C1NC(=O)C(=Cc2ccc(-c3ccc(F)cc3O)o2)S1	-77%[57.4 µM]
CC1(C)CC(=O)C2=C(C1)N(Cc1ccccc1)C(C1CCCCC1)=NC2(C(F)(F)F)C(F)(F)F	-10%
COC(=O)CC1C(=O)NCCN1C(=O)CN1Cc2ccccc2OC(c2ccccc2)C1 (configuration not stated)	5%
Cn1ncc2c(NC3CCC(c4ccccc4)CC3)ncnc21 (configuration not stated)	-23%
O=C(Nc1ccc(Cl)c(Cl)c1)C1CCCN(c2ncnc3nc[nH]c23)C1 (configuration not stated)	-8%
Cc1c(CN2CC[C@H]3CC[C@@H](C2)N3)c(=O)n(-c2ccccc2)n1C	59%[activator]
O=C(Nc1ccc2c(N3CCCC3)ncnc2c1)c1c(F)cccc1F	39%[activator]
O=C(CSc1nc2nc[nH]c2c(=O)[nH]1)c1ccc(Br)cc1	u
CS(=O)(=O)Nc1ccc(Br)cc1	-8%
C[C@@H]1ON(C)[C@H]2C[C@H]3c4[nH]c5c(-c6ccc(C(F)(F)F)cc6)cccc5c4CCN3C(=O)[C@@H]12	-13%
CC(=O)N1CCC(N2C[C@H](O)C[C@H]2c2nc(-c3ccc4c(c3)OCO4)no2)CC1	u
COc1cccc(-c2nnn(Cc3ncc(-c4ccccc4)o3)n2)c1	15%

Next structures:
SMILES	ALOX12 inh
O=C(O)CSc1ccc(Cl)c(Cl)c1Cl	-23%
Cc1cccc(N2CCN(C(=O)CNC(=O)NCc3ccc(F)cc3)CC2)c1	-2%
CC(CCc1ccccc1)NC(=O)CCC(=O)NC12CC3CC(CC(C3)C1)C2 (configuration not stated)	-15%
O=C(N1CCN(c2cc(-c3ccc(Cl)cc3)[nH]n2)CC1)C1(c2ccccc2)CC1	44%[activator]
c1ccc2c(-c3nc4ccncc4[nH]3)c[nH]c2c1	64%&46%[activator][176 µM]
O=C(NC1CCCC1)c1ccc(OC2CCN(C(=O)C3CCCO3)CC2)c(Cl)c1 (configuration not stated)	5%
COCCn1c(SCC(=O)c2ccc3c(c2)CCC3)nnc1-c1ccc(Cl)cc1	u
C[C@@H]1CN([C@@H](C)CO)C(=O)CCCn2nncc2CO[C@H]1CN(C)CC1CCCCC1	1%
CN(Cc1ccc2nccnc2c1)C(=O)c1ccc(CCC(C)(C)O)cc1	58%[activator]
CCS(=O)(=O)N1CC2(C1)CN(S(=O)(=O)c1ccc(C)cc1)[C@@H](CO)c1[nH]c3cc(OC)ccc3c12	u
Cc1noc(C(C)N2CCC(c3ccnn3CCO)CC2)n1 (configuration not stated)	-25%
CC(C)(/C=N/O)/[N+]([O-])=C/c1ccc(F)cc1	u

5 compounds out of the list, sorted by number of heavy atoms, largest number first.
SMILES	ALOX12 inh
C[C@@H]1CN([C@@H](C)CO)C(=O)CCCn2nncc2CO[C@H]1CN(C)CC1CCCCC1	1%
O=C(N1CCN(c2cc(-c3ccc(Cl)cc3)[nH]n2)CC1)C1(c2ccccc2)CC1	44%[activator]
CC(CCc1ccccc1)NC(=O)CCC(=O)NC12CC3CC(CC(C3)C1)C2 (configuration not stated)	-15%
CC(C)(/C=N/O)/[N+]([O-])=C/c1ccc(F)cc1	u
O=C(O)CSc1ccc(Cl)c(Cl)c1Cl	-23%

Screening data: PubChem BioAssay, National Center for Advancing Translational Sciences (NCATS)
